Screens as filed in PubChem.
PDI turbidity – blocks human protein disulfide isomerase activity; actives 0.052% (n = 350,000); PDI insulin aggregation turbidity, A650, 90 min; AID 588391; inhibition, % at 10 µM;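 active = mean inhibition across replicates of 30% or more, whatever share of single replicates reach that level; inconclusive = mean inhibition below 30% while every single replicate reaches 30%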;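 also: absorbance from insulin aggregation driven by PDI reduction with DTT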
Target sequence (P07237 whole entry, looked up): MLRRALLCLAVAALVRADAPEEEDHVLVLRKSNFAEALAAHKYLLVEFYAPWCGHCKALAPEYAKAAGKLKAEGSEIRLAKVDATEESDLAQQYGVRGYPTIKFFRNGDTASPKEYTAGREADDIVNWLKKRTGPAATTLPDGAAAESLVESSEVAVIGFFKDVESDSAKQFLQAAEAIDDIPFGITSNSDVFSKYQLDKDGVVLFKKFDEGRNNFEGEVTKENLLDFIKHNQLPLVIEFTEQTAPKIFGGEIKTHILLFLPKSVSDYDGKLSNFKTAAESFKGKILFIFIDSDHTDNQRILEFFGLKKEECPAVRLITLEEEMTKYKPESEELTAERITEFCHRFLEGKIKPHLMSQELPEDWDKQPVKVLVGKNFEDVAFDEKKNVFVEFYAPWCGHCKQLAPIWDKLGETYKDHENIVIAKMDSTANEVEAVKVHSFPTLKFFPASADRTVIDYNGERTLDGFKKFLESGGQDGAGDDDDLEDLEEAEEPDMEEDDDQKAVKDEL
Glyco luc inh – N-linked glycosylation inhibition. D54 ERlucT glycosylation luciferase reporter, 24 h; percent of 100 nM tunicamycin response. reporter increase, % at 12.5 µM. actives 0.23% (n = 360,000);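 active = mean luciferase reporter signal, scaled so untreated is 0 and the glycosylation-blocking control 100, at or above a set limit in every replicate; inconclusive = mean reaches the limit but not every replicate does; inactive = mean below the limit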;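 also: luciferase carries N-glycosylation sites so blocking glycosylation raises the light; 0% = median of neutral control wells and 100% = median of 100 nM tunicamycin wells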
Granule exo inh – blocks lytic granule exocytosis. TALL-104 LAMP-1 surface exposure, flow cytometry; cells stimulated with thapsigargin and PMA. inhibition, % at 10 µM. actives 0.66% (n = 360,000). AID 651702;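 active = inhibition above about 55%, limit read from the data; inconclusive = no clear call, values can overlap the other calls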
CaV13 FRET inh – Disruptors of the CACNA1D IQ motif to Ca2+-dependent inactivation inhibitor domain association, primary screening, Förster resonance energy transfer in intact living …. HEK cells, CFP/YFP FRET ICDI-IQ, plate reader, 10 min; percent FRET-ratio fall versus neutral wells. inhibition, % at 12.3 µM. actives 0.098% (n = 340,000);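 active = mean replicate inhibition of at least 30% and at least 1% of replicates passing that level; inconclusive = only one of the two criteria is met; inactive = neither criterion is met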;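 also: 0% = median of the neutral control wells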
iPSC survival up – hiPSC single-cell survival enhancement; actives 0.044% (n = 360,000); survival enhancement, % at 20 µM; ATPlite luminescence; 100% = ROCK inhibitor wells, 0% = DMSO; in the data active = survival enhancement above about 18%;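 also: cells exposed to compounds for 16 hours before the ATP read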
aDG glyco act – alpha-DG glycosylation activation. Pro5-aDG cells, alpha-DG glycosylation AlphaScreen (IIH6); 0% Pro5, 100% B10-LARGE cell signal. activation, % at 10 µM. actives 0.22% (n = 360,000);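 active = activation of at least 8% versus controls, or a plate z-score of at least 8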;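 also: Pro5 are CHO cells carrying HIG-tagged alpha-DG that lacks glycosylation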
ABCB6 inh MLPCN – human ABCB6 transporter inhibition; Q9NP58; K562-ABCB6 porphyrin accumulation, flow cytometry, 1 h; active compounds read low; fluorescence ratio to DMSO, % at 10 µM; actives 0.19% (n = 360,000); AID 602162;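 active = fluorescence ratio to DMSO below 75%, the collection mean minus 3 SD; inconclusive = too few cells collected in the well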;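 also: signal is porphyrin accumulated inside mitochondria; 100% equals median channel fluorescence of DMSO control wells; lower ratio means ABCB6 inhibition with less porphyrin fluorescence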
HTR2A ag – activates the mouse 5-HT2A serotonin receptor | activation, % at 7.6 µM | AID 624169 | CHO-K1 mHTR2A beta-arrestin complementation, luminescence; percent of 30 µM serotonin response | actives 0.66% (n = 360,000);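 active = activation above a run cutoff, the mean activation of all tested compounds plus 3 SD, cut at about 14% in these data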;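 also: 0% = plate median of compound wells and 100% = 30 µM serotonin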
Target sequence (P35363 whole entry, looked up): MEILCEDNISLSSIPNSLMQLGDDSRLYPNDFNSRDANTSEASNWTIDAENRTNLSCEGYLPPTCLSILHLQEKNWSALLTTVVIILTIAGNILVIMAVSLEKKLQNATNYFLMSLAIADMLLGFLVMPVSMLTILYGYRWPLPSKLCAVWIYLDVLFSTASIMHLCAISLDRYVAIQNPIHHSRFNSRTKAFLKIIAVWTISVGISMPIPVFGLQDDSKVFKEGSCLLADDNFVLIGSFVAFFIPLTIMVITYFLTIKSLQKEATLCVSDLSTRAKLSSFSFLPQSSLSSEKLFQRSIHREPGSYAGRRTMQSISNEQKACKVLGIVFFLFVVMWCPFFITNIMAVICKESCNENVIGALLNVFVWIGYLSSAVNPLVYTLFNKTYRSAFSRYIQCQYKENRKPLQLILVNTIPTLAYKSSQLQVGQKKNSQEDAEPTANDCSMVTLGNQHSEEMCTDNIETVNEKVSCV
Vif imaging – inhibitors of HIV Vif; inhibition, % at 7.49 µM; AID 602346; actives 0.35% (n = 340,000); HEK293T cells, Vif self-association by quenched fluorescence, imaging, 24 h; in the data active = inhibition above about 50%, passing the limit was not always enough; inconclusive = no clear call, values can overlap the other calls; inactive = below about 31%; also: some results filed as inactive read as strong as hits
Cardio protect – myocardial damage modulation in H9c2 cells | H9c2 cardiomyocytes, H2O2 injury protection, ATPLite, 2 h | protection from H2O2 cell death, % at 20 µM | actives 0.63% (n = 360,000);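 active = compounds giving at least 50% protection of heart cells from peroxide-induced death in the single-dose screen, raw or plate-pattern-corrected value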;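 also: 0% = DMSO wells with peroxide and 100% = DMSO wells without peroxide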
Starred values were filed as active, the others as inactive; i = inactive; u = inconclusive; x = no result given. An unsorted share of the library; 3.1% or so of the library scored in one or more.

SMILES	PDI turbidity	Glyco luc inh	Granule exo inh	CaV13 FRET inh	iPSC survival up	aDG glyco act	ABCB6 inh MLPCN	HTR2A ag	Vif imaging	Cardio protect
CC1(c2ccccc2)CC(c2ccccc2)=Nc2ccccc2N1 (centres undefined)	2	1	1	x	0.1	-0.1	102	-2	-9	0
Cc1nn(S(=O)(=O)c2ccc(C(C)C)cc2)c(C)c1S(=O)(=O)N1CCOCC1	6	2	-14	-6	0.7	-0.1	104	4	5	4
COc1cc(OC)c(C2C(C(=O)Nc3ccccc3)=C(C)Nc3ncnn32)cc1OC (centres undefined)	12	2	2	-6	9.7	-0.1	97	1	-3	2
COC(=O)c1ccccc1NC(=O)NCc1ccccn1	-7	0	3	-5	3.9	0.1	87	1	-8	3
N#Cc1c(F)cccc1N1CCC(C#N)CC1	-6	-2	-1	2	-0.4	0.0	98	3	26	0
Cc1cc(Sc2nc(N)ncc2[N+](=O)[O-])ncn1	6	1	27	-4	-1.8	0.5	100	-1	0	-34
Cc1ccc(CS/C(Nc2ccccc2C)=C(\C#N)C(N)=O)c(C)c1	-4	-3	3	-2	-0.3	0.4	80	-6	x	-14
CCOc1cc(NC(=O)C2CC2)c(OCC)cc1NC(=O)CCn1nnc2ccccc21	-8	2	4	-3	-0.2	-0.3	96	6	7	3
Cc1cc(Br)ccc1OCc1nnc(-c2ccccc2)o1	2	-1	73*	-5	1.0	0.0	101	-10	6	2
O=C(NC1CCCC1)c1cc(-c2ccccc2)nc2ccccc12	17	4	-2	-3	-0.1	0.2	98	-2	-3	-1
C/C=C/c1ccc(OCCCCNCc2ccco2)c(OC)c1	4	-1	40	-2	-0.4	3.0	96	2	3	2
CCN1CCN(C(=S)Nc2ccc([N+](=O)[O-])cc2)CC1	0	1	1	-5	4.2	-0.4	111	0	1	0
CCOc1ccc(CC2S/C(=N/c3ccccn3)NC2=O)cc1 (centres undefined)	-10	0	-1	-9	-1.5	-0.1	97	5	30	-8
O=C(NC1CCCCC1)C1CCN(S(=O)(=O)c2cccc3cccnc23)CC1	-1	1	-5	4	-0.9	0.1	97	1	5	1
O=C(NC(=S)Nc1ccc(NC(=O)c2cccs2)cc1)c1ccc([N+](=O)[O-])cc1	6	-1	1	-5	0.5	0.2	100	-1	-13	3
COc1ccc(NC(=O)c2cc(-c3ccc4c(c3)OCO4)on2)cc1OC	-1	-1	2	-1	-0.3	0.0	91	-2	16	-16
NNC(=O)c1cc(-c2ccc(O)cc2)nc2ccc(Br)cc12	40*	4	-3	-2	-0.4	0.5	99	-5	1	3
C/C(=N\O)C(=O)NCCN(C)C	-10	5	-3	-10	0.7	-0.1	105	2	-7	-1
COc1ccc(/C=C/C(=O)N2CCNC(=O)C2)c(OC)c1	-4	1	-1	-6	1.7	0.6	89	10	-2	1
CCc1nnc(NS(=O)(=O)c2ccc(NC(=O)c3ccc(C#N)cc3)cc2)s1	9	-1	15	-5	0.2	-0.1	101	-2	8	-1
Cc1[nH]c2c(C(=O)N3CCCC(CCC(=O)NCc4ccccc4F)C3)cccc2c1C (centres undefined)	5	4	0	-7	-0.2	0.8	97	-2	-3	4
CC(C)CCN1CC(C(=O)NCCC2=CCCCC2)CC1=O (centres undefined)	0	-1	1	-7	-0.7	0.1	101	-5	-3	-2
COc1ccccc1CNS(=O)(=O)c1cc2c3c(c1)C(C)C(=O)N3CCC2 (centres undefined)	-3	0	2	-14	-0.4	-0.1	96	-2	1	0
CCc1ccc(-c2ccc(SCC(=O)Nc3nnc(C)s3)nn2)cc1	3	-6	-2	-2	-1.3	0.1	100	2	8	-18
Cc1ccc(C)c(N2CCN(C(=O)c3cccn4c(=O)c5sccc5nc34)CC2)c1	-3	15	4	-5	-0.2	-0.1	92	3	-7	-1

Overlap with the part before: 2 entries, followed by the next part.
SMILES	PDI turbidity	Glyco luc inh	Granule exo inh	CaV13 FRET inh	iPSC survival up	aDG glyco act	ABCB6 inh MLPCN	HTR2A ag	Vif imaging	Cardio protect
CCc1ccc(-c2ccc(SCC(=O)Nc3nnc(C)s3)nn2)cc1	3	-6	-2	-2	-1.3	0.1	100	2	8	-18
Cc1ccc(C)c(N2CCN(C(=O)c3cccn4c(=O)c5sccc5nc34)CC2)c1	-3	15	4	-5	-0.2	-0.1	92	3	-7	-1
CCOC(=O)C1=C(C)NC(C)=C(C(=O)OC)C1c1cccc(Cl)c1Cl (centres undefined)	-1	-1	-6	-5	2.0	0.2	96	1	0	0
CCCCOc1ccc(C2=NNC(=O)CC2)cc1	12	9	-3	2	-1.4	0.4	101	-1	9	0
COc1ccccc1N1CCN(C(=O)C2CCN(C(=O)c3cccc(Cl)c3)CC2)CC1	3	-3	-6	-7	0.6	0.1	101	4	-11	2
CC(N=C1NS(=O)(=O)c2ccccc21)C(=O)Nc1ccc(F)cc1Cl (centres undefined)	7	3	-3	-2	-0.1	0.1	100	6	-10	0
c1ccc(C2(Cn3ccc4ccccc43)OCCO2)cc1	1	3	-8	-4	-1.2	3.9	119	4	-1	1
Cc1sc2nc(CN3CCCC3)nc(N3CCN(S(=O)(=O)c4cccs4)CC3)c2c1C	-1	-4	-3	-6	-3.6	0.4	98	-7	3	8
COC(=O)C1=CN(c2ccc(OC)cc2)C=C(C(=O)OC)C1c1cc(OC)c(OC)cc1OC	-11	-3	14	x	-0.4	0.2	99	7	-9	-4
COc1ccc(/C=C/c2c([N+](=O)[O-])c(=O)n(C)c(=O)n2C)cc1	1	0	-4	-7	-0.6	0.2	99	-3	-6	-3
COc1ccccc1-n1ccnc(SCC(=O)NCc2ccccc2)c1=O	1	4	-7	-6	-0.2	-0.1	100	-2	3	-5
CCOc1cc(C)c(S(=O)(=O)NC2CC(C)(C)NC(C)(C)C2)cc1C	6	0	-2	-3	-0.4	-0.3	98	6	1	8
COc1ccc(N2CCN(C(c3ccc4ncccc4c3)c3nnnn3C(C)C)CC2)cc1 (centres undefined)	9	-3	33	-5	-0.2	0.0	99	0	1	-5
O=C1CC(c2ccsc2)c2ccc3ccccc3c2N1 (centres undefined)	3	2	-3	1	3.0	0.5	105	-1	3	3
O=S(=O)(c1cccs1)N1CCC2(CC1)OCCO2	-1	1	3	-5	-0.2	0.2	101	6	-2	5
COc1cc(NC(=O)c2ccc3c(c2)OCO3)ccc1NC(=O)c1cccs1	3	-1	-2	-6	0.4	0.4	94	-1	-7	20
COc1ccc(OC)c(NC(=O)C2(C)CCN2C(=O)CC2CC2)c1 (centres undefined)	-3	0	-6	-5	-2.5	-0.4	101	-4	-2	-3
O=C(CNC(=S)N(Cc1ccccc1)Cc1cccs1)NCc1ccc(F)cc1	-2	-2	0	-6	-0.1	-0.1	99	2	-4	-12
Cc1ccc(O)c(NC(=O)C2CCCN2C(=O)OCc2ccccc2)c1 (centres undefined)	10	-2	-1	-5	-0.2	-0.1	93	2	12	0
CC(C)NC(=O)Nc1cccc2c1O[C@H](CN(C)C(=O)NC(C)C)[C@@H](C)CN([C@H](C)CO)C2=O	10	3	-3	-8	4.4	-0.3	104	0	-6	-4
COc1ccccc1/C=C/CN1CCN(Cc2ccc(F)cc2)C(CCO)C1 (centres undefined)	-1	-1	-2	-3	-0.2	0.1	102	-9	-8	0
O=c1[nH]c2cc(Br)cnc2nc1/C=C(\O)c1ccc(F)cc1	2	1	0	-6	6.1	-0.1	116	3	-4	-11
COc1ccc(/C=C(\C#N)c2nc3ccc(C)cc3[nH]2)cc1Oc1ccc(C(F)(F)F)cc1[N+](=O)[O-]	-7	-12	2	-4	0.9	-0.3	97	7	-8	-9
Cc1ccc(C)c(NC(=O)CN(C)C(=O)c2sccc2C)c1	-4	2	0	x	-0.4	-0.3	100	-2	-3	-4
COc1ccc(C2=NN(CN3C(=O)C(=O)c4ccccc43)C(c3ccc(C)cc3)C2)cc1 (centres undefined)	10	3	1	-5	5.2	0.0	101	-4	2	-12
Cc1cc2c(c(SCC(=O)Nc3ccc(C)c(C)c3)n1)C(=O)OC2	0	1	-1	-2	1.6	-0.1	101	-4	0	0
COc1ccc(N=C2SCC(=O)N2C)cc1	-3	-2	9	-7	2.7	-0.1	90	5	18	0
Continuation.
SMILES	PDI turbidity	Glyco luc inh	Granule exo inh	CaV13 FRET inh	iPSC survival up	aDG glyco act	ABCB6 inh MLPCN	HTR2A ag	Vif imaging	Cardio protect
CC1(C(=O)NS(=O)(=O)c2ccc(Br)cc2)CCN1C(=O)CCC1CCCC1 (centres undefined)	-2	-1	13	-11	3.6	0.1	94	4	13	7
COc1cccc(-c2cnc3c(NC=O)cc(-c4cc(C)c(O)c(C)c4)cn23)c1	-1	24	63*	-5	-1.0	-0.1	105	-11	x	67*
CC(C)(C)c1ccc(/C=C/C(=O)NC2=NCCS2)cc1	-1	-11	-3	x	-6.0	0.2	95	3	x	-21
COc1ccc(C)cc1N(CC(=O)N1CCCCCC1)S(C)(=O)=O	2	2	-8	-2	-0.8	-0.1	101	-4	4	0
O=C(CNCc1ccc(Cl)cc1)Nc1ccc(C(=O)N2CCCCCC2)cc1	10	-1	0	-7	-0.3	0.1	102	-3	-10	-3
O=C(Cc1ccc(NC(=O)C2CCCN(C(=O)C3CCC3)C2)cc1)Nc1cccc(C(=O)N2CCCC2)c1 (centres undefined)	9	0	-1	-10	1.0	-0.1	102	-3	7	-14
Cn1c(=O)c(N)c2c3c(c(Br)ccc31)C(=O)c1ccccc1-2	14	12	86*	-17	-0.5	0.1	104	-2	i	21
CC(=O)Nc1nonc1-c1nc2ccccc2n1CCC#N	-2	1	-1	-8	-0.1	0.1	102	7	-1	8
CC(=O)Oc1cc(O)c2c(c1)OC(c1ccc(OC(C)=O)c(OC(C)=O)c1)C(OC(C)=O)C2=O (centres undefined)	19	1	-9	-19	-0.9	0.0	97	-1	-5	43
O=C(C1CCCN(S(=O)(=O)c2cc(Cl)ccc2Cl)C1)N1CCCC1 (centres undefined)	-3	-1	11	x	1.0	0.1	98	10	-13	2
Cc1c2n(c3ccccc13)CCC2=O	1	1	-13	-5	1.0	0.0	100	2	-1	0
COc1cc(/C=C/C(=O)N(Cc2ccccc2)c2ccccn2)cc(OC)c1OC	-3	2	-4	-4	1.3	0.2	102	2	0	1
COC(=O)c1ccc(NC(=O)CN2C(=O)NC3(CCC(C)CC3)C2=O)cc1 (centres undefined)	10	2	-4	-5	-0.4	0.0	97	-1	6	2
CCc1ccc(NC(=O)CSc2nc(=O)n(CCN(C)C)c3c2CCCC3)cc1	-2	0	-3	x	0.5	0.2	99	-9	-1	4
Cc1ccc(CSc2nc3nc(C)cc(C)c3c(=O)[nH]2)cc1	-2	2	-3	-5	-0.2	0.0	94	2	14	4
Cn1nc(C(=O)Nc2cccc(C(F)(F)F)c2)c2ccccc2c1=O	7	5	u	-5	-0.5	-0.1	100	0	-13	2
CC(C)OC(=O)CSc1nnc(-c2ccco2)n1N	6	0	2	-3	-1.4	0.9	98	6	-5	8
Cc1ccc(C(=O)NCc2ccccn2)o1	1	-1	-2	-4	-2.9	0.0	95	1	-16	3
COc1ccc(C(=O)Nc2ccc(CN3CCCCC3)cc2)cc1	-1	-3	1	-3	0.2	0.5	91	1	-4	7
